Screening data from PubChem BioAssay.
CRFBP-R2 agonist: agonists of human CRF-binding protein/CRF-R2 receptor complex | HEK293 CRF-R2/CRF-BP, calcium dye fluorescence (FLIPR); percent of saturating CRF peptide response | activation, % at 13.2 µM | actives 0.46% (n = 350,000) | AID 588473;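 active means activation of at least 50%, plus an integration ratio under a set limit after plate pattern correction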;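 further: plate controls were neutral control wells without compound for no effect and CRF at EC100 for full effect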
p-CIP stab down: lowers stability of the mouse p/CIP coactivator protein | actives 0.01% (n = 290,000) | decrease of EGFP signal, % at 10 µM | AID 1984 | F442A p/CIP-EGFP cells, EGFP fluorescence, 16 h;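 active means EGFP signal decrease of at least 30% at 10 µM or well 3 SD below plate mean, unless failing retest; inactive means the rest, including hits failing retest or dose response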; further: some compounds called inactive have numbers as strong as hits; many of its hits are not listed in these tables
IDE cell inh: inhibitors of human insulin-degrading enzyme in cells; AID 434962; P14735; actives 0.41% (n = 320,000); inhibition, % at 5.59 µM; HEK cells, FAbetaB cleavage, fluorescence polarization;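 active means percent inhibition above the average of all tested compounds plus 3 SD, set per screening campaign, cut at about 16% in these data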;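 further: IDE supplied by intact live HEK cells; FP after avidin binding of uncleaved biotin substrate so inhibition keeps polarization high; 0% = DMSO wells and 100% = 60 µM reference IDE inhibitor Ii1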
MEKK3 PB1 HTS: modulators (inhibitors or enhancers) of MEK5 binding to human MEKK3 PB1 domain. bead-based flow cytometry, Alexa488-MEK5 binding to MEKK3; actives lie on both sides; 0 = blocked by unlabeled MEK5, 100 = vehicle. binding response (% of control), % at 10 µM. actives 1.4% (n = 290,000). AID 1529;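 active means binding response more than 3 SD above or below the average of its plate-row segment, actives on both sides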;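 further: Alexa488 bead fluorescence after subtracting the streptavidin-only scavenger bead signal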
Target sequence (Q99759 whole entry, looked up, the tested form may be a part): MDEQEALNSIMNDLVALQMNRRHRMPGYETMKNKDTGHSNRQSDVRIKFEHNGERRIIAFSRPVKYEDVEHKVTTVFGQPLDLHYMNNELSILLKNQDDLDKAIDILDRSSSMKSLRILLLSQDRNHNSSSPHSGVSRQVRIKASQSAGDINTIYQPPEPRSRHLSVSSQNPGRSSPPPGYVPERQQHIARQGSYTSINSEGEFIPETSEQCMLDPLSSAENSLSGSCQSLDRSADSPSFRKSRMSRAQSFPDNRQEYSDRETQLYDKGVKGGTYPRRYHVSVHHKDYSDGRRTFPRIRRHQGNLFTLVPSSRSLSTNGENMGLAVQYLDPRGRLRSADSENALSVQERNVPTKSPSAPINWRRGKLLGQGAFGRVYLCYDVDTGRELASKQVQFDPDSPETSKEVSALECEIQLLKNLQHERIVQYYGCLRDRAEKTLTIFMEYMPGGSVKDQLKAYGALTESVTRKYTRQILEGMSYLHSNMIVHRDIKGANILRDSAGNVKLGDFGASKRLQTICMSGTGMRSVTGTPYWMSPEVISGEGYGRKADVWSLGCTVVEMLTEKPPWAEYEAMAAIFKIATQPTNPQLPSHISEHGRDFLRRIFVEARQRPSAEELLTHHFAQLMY
M4 PAM: positive allosteric modulators of human muscarinic M4 receptor; P08173; AID 624126; CHO-K1 hM4/Gqi5, Fluo-8 calcium fluorescence, ACh EC20; 0% = ACh EC20, 100% = maximal ACh; actives 0.4% (n = 360,000); activation, % at 3 µM;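 active means activation above its plate's cutoff, the mean activation of sample wells plus 3 SD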; further: some results filed as inactive read as strong as hits
CRFR2-BP antag: CRF-BP/CRF-R2 complex antagonism. AID 588475. actives 0.59% (n = 350,000). inhibition, % at 11.8 µM. HEK293 CRF-R2/CRF-BP, CRF-induced calcium fluorescence;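 active means inhibition of the ligand-induced calcium signal above about 50% at the single tested concentration, limit read from the data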
PHOSPHO1 block: inhibitors of human PHOSPHO1 phosphatase. Q8TCT1. recombinant PHOSPHO1, absorbance phosphatase assay. inhibition, % at 13.3 µM. actives 1.1% (n = 290,000). AID 1565; in the data active means inhibition above about 60%
Target sequence (Q8TCT1 whole entry, looked up): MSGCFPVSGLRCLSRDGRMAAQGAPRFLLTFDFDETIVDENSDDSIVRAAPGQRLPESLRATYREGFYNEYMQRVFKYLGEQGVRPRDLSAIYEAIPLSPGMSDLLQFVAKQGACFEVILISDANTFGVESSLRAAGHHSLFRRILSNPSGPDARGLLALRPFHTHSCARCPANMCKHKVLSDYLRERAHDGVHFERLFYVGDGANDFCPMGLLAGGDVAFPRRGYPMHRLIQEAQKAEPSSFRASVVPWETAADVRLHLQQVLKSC
IDE cell activ: activators of human insulin-degrading enzyme in cells; P14735; HEK cells, FAbeta-B cleavage, fluorescence polarization; 0% vehicle, 100% cell-free pure enzyme wells; activation, % at 5.96 µM; actives 0.073% (n = 340,000); AID 493087;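 active means activation above the mean of all tested compounds plus 3 SD, set per screening campaign, cut at about 17% in these data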
GalR3 antag: human GalR3 antagonism; O60755; HEK293 GalR3-CNG cAMP membrane potential fluorescence; galR3 body fused to GalR1 C-terminus; inhibition, % at 3 µM; actives 0.44% (n = 360,000); AID 651719;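 active means inhibition above the screen-wide average plus 3 SD, cut at about 13% in these data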;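 further: forskolin and galanin both at EC90 stimulate the cells; cAMP rise reported by CNG channel membrane potential dye signal; 0% = forskolin plus galanin with DMSO and 100% = forskolin alone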
The depositor's hits bear a star; nt = not tested or not shown.

SMILES	CRFBP-R2 agonist	p-CIP stab down	IDE cell inh	MEKK3 PB1 HTS	M4 PAM	CRFR2-BP antag	PHOSPHO1 block	IDE cell activ	GalR3 antag
O=C(Nc1nc2ccccc2s1)c1cc(-c2ccccc2)nn1-c1ccccc1	0.4	0	8	100	-5	7	2	0	-6
O=C(CSc1nc2ccsc2c(=O)n1CC1CCC(C(=O)O)CC1)c1ccc(F)cc1 (stereo unspecified)	1.1	-8	3	99	-4	11	-26	1	-6
Cc1ccc(C)c(NC(=O)/C(C#N)=C/c2ccc[nH]2)c1	-0.5	-12	-3	102	-2	2	8	8	2
CCCOc1ccc(C(=O)Nc2cccnc2)cc1	-1.1	24	5	104	-3	5	5	-2	-11
O=C(NCc1nc2ccccc2[nH]1)C1=C[C@H](c2csc3ccccc23)C[C@H](OCc2ccc(CO)cc2)O1	1.0	-11	6	76	-7	-6	31	-1	4
CCS(=O)(=O)Nc1ccc(C(=O)c2ccccc2)cc1	0.2	10	-3	100	11	-9	10	3	-1
CC(=O)c1cnc(Oc2cc(Cl)ccc2Cl)nc1C	-1.9	2	2	98	-5	15	2	0	-7
COc1ccc(CCNC(=O)CCCn2c(=S)[nH]c3cc4c(cc3c2=O)OCO4)cc1OC	-0.3	nt	nt	nt	8	4	nt	nt	2
Cc1ccc(C2=NS(=O)(=O)N(C)C(C(=O)Nc3cc(C)n(CC(=O)N4CCCCC4)n3)=C2)cc1	-0.9	3	1	97	-3	7	58	1	-2
N#Cc1cc2c(nc1SCC(=O)Nc1sc3c(c1C#N)CCC3)CCCC2	3.6	-3	2	107	-2	16	-8	2	2
CC(C)[C@H](NC(=O)N1CC(=O)Nc2ccccc21)C(=O)Nc1nccs1	2.7	-4	-2	95	4	-18	32	-1	-8
NC(=O)Cc1nc(-c2ccccc2)cs1	1.1	-1	1	87	4	-15	0	5	-3
CC1(C)C(=O)NCCN1C(=O)CCCC(=O)O	0.5	-19	1	111	5	5	15	1	2
CC(C)c1cc(C(C)C)c(S(=O)(=O)N2c3ccccc3[C@@]3(Br)C[C@H]4C(=O)N[C@@H](Cc5ccccc5)C(=O)N4[C@@H]23)c(C(C)C)c1	1.0	nt	1	102	nt	-2	nt	nt	nt
N#Cc1cc2c(nc1Cl)CCCC2	1.5	-24	2	99	-1	-9	-15	1	0
Cc1ccc(C(NC(=O)NC(C)c2ccccc2)C(Cl)(Cl)Cl)cc1F (stereo unspecified)	2.5	-9	4	108	-3	-2	-4	4	-14
CCNC(=S)N/N=C(\C)c1ccco1	-2.7	25	4	89	-1	9	-3	0	-5
O=C(c1cccnc1)N(c1cc2sc(=O)oc2c2ccccc12)S(=O)(=O)c1ccccc1	1.1	-2	20*	99	4	-29	18	-23	-4
NS(=O)(=O)c1ccc(NC(=O)Cc2cccs2)cc1	-0.3	1	nt	101	-2	-11	19	3	-11
CC(c1ccccc1)N(C)C(=O)CN1CCN(S(=O)(=O)c2ccc3c(c2)OCCCO3)CC1 (stereo unspecified)	-0.9	nt	4	nt	6	12	nt	2	-2
CCOC(=O)C1=C(COC(=O)c2cccc(N(C)C)c2)NC(=O)NC1C (stereo unspecified)	1.5	nt	3	nt	4	-4	nt	5	-2
C[C@@H]1CN([C@@H](C)CO)C(=O)CCCn2cc(nn2)CO[C@H]1CN(C)S(=O)(=O)c1ccccc1	1.4	nt	nt	nt	6	-18	nt	nt	-3
CCOC(=O)c1c(C#N)cnn1-c1ccc(C)cc1	-2.7	-4	1	97	-2	38	22	4	-1
C/C(=N\NS(=O)(=O)c1ccc(Br)cc1)c1ccc2c(c1)OCO2	-1.9	5	-8	85	-3	5	16	-2	-4
Cc1cc(C)cc(NC(=O)C(c2ccccc2)N2CCCC2)c1 (stereo unspecified)	-4.3	-7	-1	96	-10	-2	-7	2	-4
CC1CC(C)(C)NCCNC(C)CC(C)(C)NCCN1 (stereo unspecified)	0.5	-24	3	96	-2	-18	-8	1	-4
O=C(Nc1ccon1)Nc1cccc(Cl)c1Cl	-1.1	-7	-2	99	-1	-13	38	3	-5
O=C(CCNC(=O)C1CCN(S(=O)(=O)c2ccc(F)cc2)CC1)NCc1ccccc1	-1.3	-16	-2	99	1	8	41	6	-9
COc1ccc(OC)c(Nc2nc3nonc3nc2N2CCCCC2)c1	1.7	-15	-3	nt	-10	-11	3	2	-5
O=c1[nH]c2ccc(Cl)cc2c(-c2ccccc2)c1N1CCOCC1	5.1	6	0	113	3	-35	70*	9	0
CC(=O)NCCc1nc(-c2ccc(Cl)cc2)no1	1.1	nt	13	99	5	5	nt	-8	-3
Cn1ccc2cc(-c3ccc4ncnc(NCc5cccs5)c4c3)ccc21	0.5	nt	-1	nt	1	-3	nt	4	-8
COc1ccccc1/C=C/C(=O)Nc1cccc(S(=O)(=O)NC2=NCCCCC2)c1	-0.7	17	-5	100	0	-3	0	-3	-6
Cc1ccccc1C(=O)Nc1ccc(S(=O)(=O)NCC2CCCO2)cc1 (stereo unspecified)	-1.3	nt	nt	nt	5	-3	nt	nt	-6
Cc1ccc(SCC(=O)Nc2c(Br)cnn2C)cc1	0.9	-8	5	101	-8	10	32	6	-4
O=C(Cn1ccc(NC(=O)OCc2ccccc2)nc1=O)NCCc1ccccn1	-0.8	nt	6	nt	-2	8	nt	2	-3
CC(CCc1ccccc1)NC(=O)CN1C(=O)NC2(CCCCC2)C1=O (stereo unspecified)	-2.1	-5	3	105	-4	-1	16	2	3
CC(=O)c1c(C)[nH]c(C(=O)Nc2cccc(S(=O)(=O)N3CCCC3)c2)c1C	-0.4	nt	-3	nt	8	0	nt	2	5
COc1ccc(CCNC(=O)Cn2cc(C(F)(F)F)cc(Cl)c2=O)cc1	-0.1	0	1	106	4	17	14	2	-4
CCOC(=O)C1=C(N)Oc2c(oc(CO)cc2=O)C1c1c(F)cccc1Cl (stereo unspecified)	1.0	4	5	103	5	-5	-3	3	-3

PHOSPHO1 block: hit marks shown above
SMILES	CRFBP-R2 agonist	p-CIP stab down	IDE cell inh	MEKK3 PB1 HTS	M4 PAM	CRFR2-BP antag	PHOSPHO1 block	IDE cell activ	GalR3 antag
O=c1[nH]c2ccc(Cl)cc2c(-c2ccccc2)c1N1CCOCC1	5.1	6	0	113	3	-35	70*	9	0

(next part)
SMILES	CRFBP-R2 agonist	p-CIP stab down	IDE cell inh	MEKK3 PB1 HTS	M4 PAM	CRFR2-BP antag	PHOSPHO1 block	IDE cell activ	GalR3 antag
CC(=O)c1cccc(NC(=O)c2ccc(NS(C)(=O)=O)cc2)c1	-3.1	8	3	88	-2	24	-3	1	2
O=C(Cc1c(F)c(F)c(F)c(F)c1F)Nc1nc(-c2ccccc2)cs1	2.1	-11	8	102	-9	-6	32	2	3
CC1=C(C(=O)N(C)C)CC(CC(=O)NCCN2CCOCC2)C(=O)N1Cc1ccc(F)cc1 (stereo unspecified)	-1.6	nt	nt	nt	0	-5	nt	nt	0
COc1cccc(/C=C2\SC(N3CCCC(C)C3)=NC2=O)c1OC (stereo unspecified)	-5.7	-8	-1	100	-5	8	24	1	-9
NNC(=O)c1nn(-c2ccc(Cl)cc2)ccc1=O	-0.1	12	-1	102	-2	-5	10	1	0
COc1ccc(CC(=O)Nc2ccc(-c3nnc(-c4ccc(C)cc4)o3)cc2)cc1	1.7	-3	0	nt	11	-8	18	2	3
CCOC(=O)C[C@H]1c2cc(F)ccc2S(=O)(=O)N1c1cccc(OC)c1	1.2	nt	6	102	1	-5	nt	2	-6
COc1ccnc(CSC(N)=Nc2ccccc2OC)c1	-1.0	-5	2	91	1	2	-8	4	-2
C/C(=N\NC(N)=S)C12CC3CC(CC(C3)C1)C2	0.6	4	-2	95	8	-17	24	-1	-5
CC(O)CCC(=O)NCCNC(=O)CCC(C)O (stereo unspecified)	-2.6	-9	-2	113	2	15	-23	-1	-1
CC(=O)c1cccc(NC(=O)Nc2cccnc2)c1	-0.7	-1	-3	93	6	7	2	0	-3
COc1ccc(C2=NN(C(=O)c3ccncc3)C(c3ccccc3O)C2)cc1 (stereo unspecified)	-1.6	0	4	100	8	-12	-16	2	-5
O=C(NCCN1CCCC1)c1cc(-c2ccncc2)nc2ccc(S(=O)(=O)N3CCOCC3)cc12	1.0	-14	1	96	5	-1	-23	-1	-1
COc1ccccc1C(=O)N/C(=C\c1ccc2c(c1)OCO2)C(=O)NCCc1nc2ccccc2[nH]1	3.0	-1	0	92	7	-80	2	-6	-6
CC(C)[C@H](NC(=O)C1CC(=O)N(c2ccc3c(c2)OCO3)C1)C(=O)NC1CCCC1 (stereo partly specified)	-0.4	5	5	98	0	1	12	0	1
CC(C)(C)[C@@H]1C=C(C(=O)O)O[C@H](OCCCCO)C1	-1.6	nt	-4	110	12	-5	nt	5	-2
CCn1cc(Br)c(C(=O)Nc2ccc(Cl)c(Cl)c2)n1	-0.3	-15	-1	86	-2	11	12	-5	-2
Cc1ccc(C)c(NC(=O)c2ccccc2NC(=O)C2CCCO2)c1 (stereo unspecified)	0.1	1	-6	106	5	1	34	0	-3
N#CC(c1ccccc1)(c1ncc(C(F)(F)F)cc1Cl)N1CCOCC1 (stereo unspecified)	-3.6	-2	-3	nt	-2	9	11	7	-3
Cc1nn(C)c(Oc2ccccc2)c1CCNS(=O)(=O)c1ccc(Cl)cc1	0.5	-1	-3	115	-5	-4	14	8	-7
CC(C)C(=O)Nc1nnc(SCC(=O)NCc2cccs2)s1	-1.1	50	5	nt	5	0	33	1	1
Cc1cc(C(=O)CSc2nc(N)cc(=O)[nH]2)c(C)n1-c1ccc(OC(F)F)cc1	0.1	-14	-5	97	6	6	17	1	14*
Cc1ccc(C2C(C(N)=S)=C(N)OC3=C2C(=O)CC(C)(C)C3)cc1 (stereo unspecified)	0.7	0	9	106	1	-24	5	-3	3
Cc1oc2c(c(C)cc3oc(=O)c(CC(=O)N[C@@H](CCCNC(N)=O)C(=O)O)c(C)c32)c1C	-2.3	-12	-1	106	-4	-6	-24	2	-5
O=C(CS(=O)(=O)Cc1ccccc1)Nc1ccccc1Cl	1.3	1	3	93	6	-1	12	1	-3
CC(=O)c1cccc(N(CC(=O)Nc2cc(C)cc(C)c2)S(C)(=O)=O)c1	-6.5	-6	4	103	7	3	13	10	-4
COc1cc2c(cc1OC)C(CC(=O)O)N(C(=O)CC1CCCC1)CC2 (stereo unspecified)	-1.1	5	2	101	1	0	32	2	-8
CCOC(=O)C1CCN(Cc2ccc(F)c(F)c2)CC1	-3.4	-13	1	99	-4	13	22	7	0
Clc1ccc(N2CCOCC2)nn1	0.3	-1	-10	107	4	10	7	0	-1
CC1CCN(S(=O)(=O)c2ccc3c(ccn3CC(=O)O)c2)CC1	1.2	2	6	104	1	-1	20	2	-5
Cc1cc(C)c2c(=O)[nH]c(SCC(=O)Nc3ccc(Br)cc3)nc2n1	-0.9	-19	-3	100	6	-7	27	0	10
N#Cc1c(Nc2ccccc2)sc(C(=O)c2ccc(F)cc2)c1N	-0.9	-10	0	101	1	-7	-9	-4	-7
Clc1ccc(NNc2ccnc3cc(Cl)ccc23)cc1	1.1	-1	5	107	2	5	53	-2	-5
